KCNQ2 inh = KCNQ2 potassium channel inhibitors, primary screen, cell-based, CHO-K1, FluxOR thallium flux, B-score (AID 2156) | Potassium voltage-gated channel subfamily KQT member 2 (Rattus norvegicus), O88943 | 20 min; stronger effect = lower value | B-score at 10 µM | 310,000 tested, 1.1% active;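 active = fluorescence ratio B-score at most minus 3 library SDs, with starting brightness B-score within 2 library SDs, cut at about -5.5 in these data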
Kir21 inh = inhibitors of mouse Kir2.1 inward-rectifier potassium channel. Inward rectifier potassium channel 2 (Mus musculus), P35561. HEK293-Kir2.1, FluxOR thallium flux fluorescence; stronger effect = lower value. B-score at 10 µM. 310,000 tested, 0.85% active. AID 1672, 2009;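 active = fluorescence ratio B-score at or below minus 3 SD of library scores, with starting-brightness B-score within 2 SD, cut at about -4.2 in these data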;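 note: channel flux triggered by added potassium and thallium sulfate stimulus; B-score of peak minus minimum fluorescence over baseline after thallium stimulus; more negative B-score means stronger Kir2.1 block with less thallium influx; some compounds called inactive have numbers as strong as hits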
Target sequence (P35561 whole entry, looked up): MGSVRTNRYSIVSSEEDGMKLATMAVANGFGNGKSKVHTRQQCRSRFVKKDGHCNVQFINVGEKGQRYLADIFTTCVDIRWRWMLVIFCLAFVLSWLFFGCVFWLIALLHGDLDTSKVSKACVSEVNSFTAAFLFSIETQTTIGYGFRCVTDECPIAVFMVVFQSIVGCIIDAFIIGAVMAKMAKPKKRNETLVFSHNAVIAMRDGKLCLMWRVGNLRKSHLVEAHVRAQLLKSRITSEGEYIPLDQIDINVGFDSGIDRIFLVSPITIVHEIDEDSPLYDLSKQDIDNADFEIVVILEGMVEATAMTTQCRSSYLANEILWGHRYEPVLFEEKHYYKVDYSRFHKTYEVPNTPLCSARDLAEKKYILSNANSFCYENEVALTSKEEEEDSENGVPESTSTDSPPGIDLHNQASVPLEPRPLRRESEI
* marks the source's active call; other numbers are inactive results; & = joins results of further samples.

Screening CC(=O)NCCC(=O)N1CCCC(C(=O)c2ccc3c4c(cccc24)CC3)C1 (stereo not drawn) returned KCNQ2 inh inactive and Kir21 inh -2.3.
O=C(Cn1c(O)c(N=NC(=O)c2ccncc2)c2ccccc21)Nc1ccccc1 was read as KCNQ2 inh inactive and Kir21 inh -2.4.
`Cc1ccc(C(=O)Nc2ccc(Oc3cccc(C(F)(F)F)c3)nc2)cc1` gave KCNQ2 inh inactive and Kir21 inh -0.31.
`O=C(COC(=O)c1cc(S(=O)(=O)N2CCCCC2)ccc1Cl)NCc1ccco1` gave KCNQ2 inh inactive and Kir21 inh -2.9.
For Oc1ccc(Cn2ccnc2)c2cccnc12 the results were KCNQ2 inh inactive and Kir21 inh -0.21.
Screening Cc1ccc(CN2CC(C(=O)Nc3ccc(C)cn3)CC2=O)cc1 (stereo not drawn) returned KCNQ2 inh inactive and Kir21 inh -0.49.
`COc1ccccc1OC(C)C(=O)Nc1ccc2c(c1)OCCO2` (stereo not drawn) gave KCNQ2 inh inactive and Kir21 inh -0.64.
`CSc1ccc(S(=O)(=O)Nc2ccc(F)cc2)cc1` gave KCNQ2 inh inactive and Kir21 inh -0.71.
For O=S(=O)(/N=C(/Nc1ccc(F)cc1F)c1ccc(Cl)cc1)c1ccccc1 the results were KCNQ2 inh inactive and Kir21 inh 0.66.
Screening Cc1cc(C)cc(NC(=O)c2ccc([N+](=O)[O-])o2)c1 returned KCNQ2 inh inactive and Kir21 inh -0.43.
For CCOc1ccc(S(=O)(=O)n2nc(C)c(S(=O)(=O)N3CCOCC3)c2C)cc1 the results were KCNQ2 inh inactive and Kir21 inh 0.35.
For O=C(NC1CCCCCC1)C1CCCN(c2ncccn2)C1 (stereo not drawn) the results were KCNQ2 inh inactive and Kir21 inh 0.03.
`CCOC(=O)N1CCN(C(=O)c2ccc(C)c(S(=O)(=O)Nc3cccc(C)c3C)c2)CC1` gave KCNQ2 inh inactive and Kir21 inh 1.2.
For Cc1ccccc1-c1nc(CS(=O)(=O)CC(=O)NCCCN2CCOCC2)c(C)o1 the results were KCNQ2 inh inactive and Kir21 inh -0.46.
CN(c1ccccc1)S(=O)(=O)c1cccc(C(=O)Nc2ncn[nH]2)c1 was read as KCNQ2 inh inactive and Kir21 inh 0.96.
For Cc1ccc(S(=O)(=O)N2CCCCC2C(=O)N(C)c2ccccc2)cc1 (stereo not drawn) the results were KCNQ2 inh inactive and Kir21 inh -0.96.
`Cc1ccc(C2C(C#N)=C(N)OC3=C2C(=O)CCC3)s1` (stereo not drawn) gave KCNQ2 inh inactive and Kir21 inh -0.05.
Cc1ccc(-n2nc(C(=O)O)nc2-c2ccccc2)cc1 was read as KCNQ2 inh inactive and Kir21 inh -0.15.
For CCNc1nc(NC(C)C)nc(N(C#N)C(C)C(=O)N(CC)CC)n1 (stereo not drawn) the results were KCNQ2 inh inactive and Kir21 inh -0.7.
Screening Cc1cccc(Oc2nc3ccccn3c(=O)c2/C=C(\C#N)C(=O)NC2CCS(=O)(=O)C2)c1C (stereo not drawn) returned KCNQ2 inh inactive and Kir21 inh -1.2.

Next section (two carried over from the part before).
For CCNc1nc(NC(C)C)nc(N(C#N)C(C)C(=O)N(CC)CC)n1 (stereo not drawn) the results were KCNQ2 inh inactive and Kir21 inh -0.7.
Screening Cc1cccc(Oc2nc3ccccn3c(=O)c2/C=C(\C#N)C(=O)NC2CCS(=O)(=O)C2)c1C (stereo not drawn) returned KCNQ2 inh inactive and Kir21 inh -1.2.
Screening Cc1noc2ncnc(Oc3ccccc3)c12 returned KCNQ2 inh inactive and Kir21 inh 0.99.
COc1ccc2cc(C(=O)C3CCCN(C(=O)/C=C/c4ccccn4)C3)ccc2c1 (stereo not drawn) was read as KCNQ2 inh inactive and Kir21 inh -3.4.
For Oc1ccc(-n2nnnc2SCc2c(F)cccc2Cl)cc1 the results were KCNQ2 inh inactive and Kir21 inh 0.13.
Screening COc1ccc(S(=O)(=O)NC(C)C(=O)Nc2ccccc2F)cc1 (stereo not drawn) returned KCNQ2 inh inactive and Kir21 inh -0.01.
CC1(C)CN2C(=O)c3ccccc3C2(C)S1 (stereo not drawn) was read as KCNQ2 inh inactive and Kir21 inh -0.81.
`O=C(C(Cl)Cl)N1c2ccccc2OCC1c1ccccc1` (stereo not drawn) gave KCNQ2 inh inactive and Kir21 inh -2.7.
For COc1cccc2cc(C(C)N(CCCN3CCOCC3)C(=S)Nc3ccc(C)c(C)c3)oc12 (stereo not drawn) the results were KCNQ2 inh inactive and Kir21 inh -0.13.
`CCN(CC(=O)NCc1ccc(Cl)cc1)C(=O)CSc1cccc(C(F)(F)F)c1` gave KCNQ2 inh inactive and Kir21 inh -2.3.
Cc1ccc(F)cc1NC(=O)c1cccc(N(C)C)c1 was read as KCNQ2 inh inactive and Kir21 inh 0.48.
CCn1c(COc2cccc3ccccc23)nnc1SCC(N)=O was read as KCNQ2 inh inactive and Kir21 inh 0.01.
COc1ccc(C2NC(=O)C(C)S2)cc1 (stereo not drawn) was read as KCNQ2 inh inactive and Kir21 inh 1.1.
Screening Cc1c(-c2c(C#N)c(N)nc3c2CCCCCC3)cnn1C returned KCNQ2 inh inactive and Kir21 inh -0.79.
`Cc1ccccc1-n1c(SCc2c(C)noc2C)nnc1-c1cccnc1` gave KCNQ2 inh inactive and Kir21 inh -3.3.
Screening COc1cccc(CNC(=O)Nc2cccs2)c1 returned KCNQ2 inh inactive and Kir21 inh 0.15.
`S=C(NCc1cccs1)Nc1ccccc1Cl` gave KCNQ2 inh inactive and Kir21 inh -0.05.
Screening COc1ccc(COC(=O)C2=C(C)NC(=O)NC2c2cccc(OC)c2OC)cc1 (stereo not drawn) returned KCNQ2 inh inactive and Kir21 inh 2.6.
For COc1ccccc1C1CCN(C(=O)c2ccc(C(C)(C)C)cc2)CC1 the results were KCNQ2 inh -6.5* and Kir21 inh -2.
`Cc1ccc(S(=O)(=O)N(C)c2ccc(C(=O)NCC3CCCO3)cc2)cc1` (stereo not drawn) gave KCNQ2 inh inactive and Kir21 inh -0.07.
`O=C(CCCN1C(=O)/C(=C\c2ccco2)SC1=S)Nc1ccc2ccccc2c1` gave KCNQ2 inh inactive and Kir21 inh -1.3.
CC(=O)Nc1cccc(NC(=O)C2CCCN2C(=O)Nc2cccc(C)c2)c1 (stereo not drawn) was read as KCNQ2 inh inactive and Kir21 inh 0.16.
Screening CC(=O)c1c(C)[nH]c(C(=O)CSc2nnc(CN3CCCCCC3=O)n2-c2ccccn2)c1C returned KCNQ2 inh inactive and Kir21 inh -0.09.
`COCCN(C(=S)Nc1ccc(Cl)cc1OC)C1CCN(C(C)=O)CC1` gave KCNQ2 inh inactive and Kir21 inh 0.05.
For COC(=O)c1ccc(C(=O)OC)c(NC(=O)CCC(=O)O)c1 the results were KCNQ2 inh inactive and Kir21 inh 0.63.
Screening COc1ccccc1NC(=O)c1ccc(S(=O)(=O)N(C)C)cc1 returned KCNQ2 inh inactive and Kir21 inh -0.09.
O=c1c2ccccc2[nH]c(=S)n1Cc1ccccc1Cl was read as KCNQ2 inh inactive and Kir21 inh -1.9.
CC(C)[C@@H](C(=O)N1CCN(C(=O)OC(C)(C)C)CC1)n1cc(CCO)nn1 was read as KCNQ2 inh inactive and Kir21 inh -0.54.
O=C(NCCc1ccccc1)c1cc2ncc(Br)cn2n1 was read as KCNQ2 inh inactive and Kir21 inh -0.76.
Screening Oc1ccc(-c2csc(NCc3ccco3)n2)cc1 returned KCNQ2 inh inactive and Kir21 inh -0.04.
`CC(=O)c1c(C)[nH]c(C(=O)OC2CCOC2=O)c1C` (stereo not drawn) gave KCNQ2 inh inactive and Kir21 inh 0.11.
CCc1ccccc1NS(=O)(=O)c1ccc2[nH]cc(C(=O)NC3CCCC3)c(=O)c2c1 was read as KCNQ2 inh inactive and Kir21 inh 1.1.
C/C(=N\NC(=O)c1cc(-c2ccccc2C)nc2ccccc12)c1cccnc1 was read as KCNQ2 inh inactive and Kir21 inh 2.2.
For Cc1sc2nc(SCc3ccccc3)n(Cc3ccco3)c(=O)c2c1C the results were KCNQ2 inh inactive and Kir21 inh -0.65.
Screening COc1ccc(NC2CCCN(C(=O)c3cn(C)c4ccccc34)C2)cc1 (stereo not drawn) returned KCNQ2 inh inactive and Kir21 inh -0.96.
`Cc1ccc(-c2noc(CCC(=O)NCCCN3CCN(c4cccc(Cl)c4)CC3)n2)cc1` gave KCNQ2 inh inactive and Kir21 inh 0.64.
For CN(CCCNC(=O)C1CCC(CNS(=O)(=O)c2ccccc2)CC1)Cc1ccccc1 (stereo not drawn) the results were KCNQ2 inh inactive and Kir21 inh -2.1.
Screening CC(C)(C)NC1=CC(=O)OC12CCCCC2 returned KCNQ2 inh inactive and Kir21 inh -0.91.
For COC(=O)C1CCN(C(=O)Cc2ccc(C)cc2)CC1 the results were KCNQ2 inh inactive and Kir21 inh -0.14.
`Cn1cccc1/C=N\NC(=O)c1cncc(Br)c1` gave KCNQ2 inh inactive and Kir21 inh 0.54.
`CC12CCC(C(=O)N3CCCc4ccccc43)(CC1=O)C2(C)C` (stereo not drawn) gave KCNQ2 inh inactive and Kir21 inh -2.2.
O=C(O)CN1C(=O)CC(c2ccccc2)CC1=O was read as KCNQ2 inh inactive and Kir21 inh -0.87.

Taken from the listing, 3 compounds:
Screening CC(=O)c1c(C)[nH]c(C(=O)CSc2nnc(CN3CCCCCC3=O)n2-c2ccccn2)c1C returned KCNQ2 inh inactive and Kir21 inh -0.09.
`COCCN(C(=S)Nc1ccc(Cl)cc1OC)C1CCN(C(C)=O)CC1` gave KCNQ2 inh inactive and Kir21 inh 0.05.
For COC(=O)c1ccc(C(=O)OC)c(NC(=O)CCC(=O)O)c1 the results were KCNQ2 inh inactive and Kir21 inh 0.63.

Remaining list, next part.
For CN1CCN(C(=O)Nc2ccccc2)CC1 the results were KCNQ2 inh inactive and Kir21 inh 0.19.
`CC1CC(C)CN(C(=O)CCNS(=O)(=O)c2cccs2)C1` (stereo not drawn) gave KCNQ2 inh inactive and Kir21 inh 0.52.
CC12C=CC3(CN(Cc4ccccc4)C(=O)C3C1C(=O)NCc1ccco1)O2 (stereo not drawn) was read as KCNQ2 inh inactive and Kir21 inh 0.16.
Screening CCCN(C(=O)CCCSc1nc2ccccc2[nH]1)c1c(N)n(Cc2ccccc2)c(=O)[nH]c1=O returned KCNQ2 inh inactive and Kir21 inh -2.6.
For COc1cccc(N2C(=O)C3CCCN3C2c2ccc(F)cc2)c1 (stereo not drawn) the results were KCNQ2 inh inactive and Kir21 inh -0.07.
Screening CCOC(=O)c1cnc2c(C(F)(F)F)cccc2c1NCCCN1CCOCC1 returned KCNQ2 inh inactive and Kir21 inh 0.18.
Screening CC(C)C(NC(=O)c1ccccc1)c1nnc(SCC(=O)Nc2nccs2)n1C (stereo not drawn) returned KCNQ2 inh inactive and Kir21 inh -0.66.
Screening CN(C)CCCNC(=S)Nc1ccc(Br)cc1 returned KCNQ2 inh inactive and Kir21 inh 0.
For O=C(c1ccc(Br)cc1)c1cc([N+](=O)[O-])ccc1N1CCOCC1 the results were KCNQ2 inh inactive and Kir21 inh -0.22.
Screening CC1CCCCN1C(=O)c1cnn2c(C(F)(F)F)cc(-c3ccco3)nc12 (stereo not drawn) returned KCNQ2 inh inactive and Kir21 inh 2.2.
Screening O=C(NCc1ccc(F)cc1)c1ccc2c(c1)S(=O)(=O)c1ccccc1C2=O returned KCNQ2 inh inactive and Kir21 inh -0.16.
For O=C(c1cc(S(=O)(=O)N2CCC3(CC2)OCCO3)ccc1F)N1CCCCC1 the results were KCNQ2 inh inactive and Kir21 inh 1.6.
Screening O=C(CC1Sc2ncnn2C1=O)Nc1ccc(Br)cc1 (stereo not drawn) returned KCNQ2 inh inactive and Kir21 inh 1.
`CC(c1nnc(SCn2nnc3ccccc3c2=O)n1-c1ccc(Cl)cc1)N(C)C` (stereo not drawn) gave KCNQ2 inh inactive and Kir21 inh -1.2.
Screening CN(Cc1ccccc1)C(=S)NC(=O)c1ccccc1 returned KCNQ2 inh inactive and Kir21 inh -0.65.
For CC(C)=C(NC(=O)c1ccccc1)C(=O)Nc1cccc(C)c1 the results were KCNQ2 inh inactive and Kir21 inh 0.88.
COc1cc(C(=O)OC2CCCCC2=O)cc(OC)c1C (stereo not drawn) was read as KCNQ2 inh inactive and Kir21 inh -1.6.
O=C(NCCc1c[nH]c2ccccc12)C(=O)NCC1OCCCN1S(=O)(=O)c1cc(F)ccc1F (stereo not drawn) was read as KCNQ2 inh inactive and Kir21 inh -1.4.
Screening CCCCN(C(=O)CSc1nnc(-c2ccco2)o1)c1c(N)n(Cc2ccccc2)c(=O)[nH]c1=O returned KCNQ2 inh inactive and Kir21 inh -0.88.
For c1cnc2c(c1)ccc1cccnc12 the results were KCNQ2 inh inactive and Kir21 inh 1.6&1.2.
For COc1cc(C(C2C(=O)CC(C)(C)CC2=O)C2C(=O)CC(C)(C)CC2=O)cc(OC)c1OC the results were KCNQ2 inh inactive and Kir21 inh -0.58.
CN(C)C(=O)/C(=C\c1ccc(-c2cccc([N+](=O)[O-])c2)o1)NC(=O)c1ccccc1 was read as KCNQ2 inh inactive and Kir21 inh -0.94.
Screening C[C@@H]1CC=C[C@H]2[C@H]1C(=O)N(Cc1ccccc1)[C@H]2c1ccc(-c2ccoc2)cc1F returned KCNQ2 inh -6.9* and Kir21 inh 1.7.

4 entries from above, ordered by SMILES length, low to high.
Screening CN(Cc1ccccc1)C(=S)NC(=O)c1ccccc1 returned KCNQ2 inh inactive and Kir21 inh -0.65.
Screening CCOC(=O)c1cnc2c(C(F)(F)F)cccc2c1NCCCN1CCOCC1 returned KCNQ2 inh inactive and Kir21 inh 0.18.
Screening CC(C)C(NC(=O)c1ccccc1)c1nnc(SCC(=O)Nc2nccs2)n1C (stereo not drawn) returned KCNQ2 inh inactive and Kir21 inh -0.66.
CC12C=CC3(CN(Cc4ccccc4)C(=O)C3C1C(=O)NCc1ccco1)O2 (stereo not drawn) was read as KCNQ2 inh inactive and Kir21 inh 0.16.

Screens (PubChem)
